Screening results (PubChem)
KDM5B inhibitor: blocks human KDM5B histone demethylase activity; KDM5B demethylase, FDH-coupled NADH fluorescence (FDH is formaldehyde dehydrogenase); Q9UGL1; hit rate 2.6% among 220,000; Potency, µM (top dose mostly 57.7 µM), for inactives: top-dose activity change, negative = inhibition, usual class: inhibitors; active = well fitted inhibition curve with a large enough effect; inconclusive = small, poorly fitted or top-dose-only effect; inactive = no such curve, though single readings can be large or run the other way; also: 0% is about no effect; nearly all actives have a fitted effect of over 70% in size
Target sequence (Q9UGL1 whole entry, looked up): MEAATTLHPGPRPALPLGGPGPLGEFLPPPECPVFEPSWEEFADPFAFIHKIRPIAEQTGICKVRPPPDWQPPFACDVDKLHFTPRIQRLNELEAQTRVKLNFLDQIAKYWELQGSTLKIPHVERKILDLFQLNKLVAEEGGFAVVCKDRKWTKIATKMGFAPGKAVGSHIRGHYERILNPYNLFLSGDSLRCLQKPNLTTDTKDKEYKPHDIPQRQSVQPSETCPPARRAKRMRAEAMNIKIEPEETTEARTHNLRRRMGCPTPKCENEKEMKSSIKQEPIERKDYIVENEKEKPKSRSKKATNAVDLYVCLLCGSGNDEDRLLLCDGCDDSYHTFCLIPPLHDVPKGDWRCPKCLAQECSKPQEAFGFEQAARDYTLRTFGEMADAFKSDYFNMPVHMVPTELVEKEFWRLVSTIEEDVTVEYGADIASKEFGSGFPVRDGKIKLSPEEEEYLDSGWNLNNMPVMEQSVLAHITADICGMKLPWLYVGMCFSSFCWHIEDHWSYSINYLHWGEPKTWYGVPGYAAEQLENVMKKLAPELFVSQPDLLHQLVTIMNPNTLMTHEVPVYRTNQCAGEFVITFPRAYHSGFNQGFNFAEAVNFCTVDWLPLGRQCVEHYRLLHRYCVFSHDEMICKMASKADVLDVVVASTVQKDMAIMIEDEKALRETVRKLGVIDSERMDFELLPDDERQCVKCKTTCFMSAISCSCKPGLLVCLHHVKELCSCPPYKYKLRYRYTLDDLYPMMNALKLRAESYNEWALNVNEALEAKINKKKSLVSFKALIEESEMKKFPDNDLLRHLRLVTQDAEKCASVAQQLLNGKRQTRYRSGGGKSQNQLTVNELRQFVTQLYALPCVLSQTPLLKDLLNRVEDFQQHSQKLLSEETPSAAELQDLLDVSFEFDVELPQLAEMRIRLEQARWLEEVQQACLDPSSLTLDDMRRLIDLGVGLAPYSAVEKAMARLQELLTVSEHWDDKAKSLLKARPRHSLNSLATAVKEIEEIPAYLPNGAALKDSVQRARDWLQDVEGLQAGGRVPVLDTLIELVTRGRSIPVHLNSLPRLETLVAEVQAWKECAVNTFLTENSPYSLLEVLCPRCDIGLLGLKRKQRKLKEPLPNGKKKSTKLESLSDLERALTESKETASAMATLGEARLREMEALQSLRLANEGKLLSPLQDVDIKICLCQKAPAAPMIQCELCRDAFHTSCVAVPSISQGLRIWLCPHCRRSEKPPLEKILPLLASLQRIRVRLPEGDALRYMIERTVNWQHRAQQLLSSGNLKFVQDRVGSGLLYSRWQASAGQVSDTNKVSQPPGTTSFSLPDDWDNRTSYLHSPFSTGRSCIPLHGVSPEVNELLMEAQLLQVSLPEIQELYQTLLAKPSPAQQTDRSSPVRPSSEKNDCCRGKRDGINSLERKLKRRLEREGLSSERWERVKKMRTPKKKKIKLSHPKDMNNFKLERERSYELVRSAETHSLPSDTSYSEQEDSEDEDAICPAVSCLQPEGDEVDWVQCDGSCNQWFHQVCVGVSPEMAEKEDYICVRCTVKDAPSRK
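Coupled FDH/NAD⁺ fluorescence readout. KDM5BΔAP 200 nM final; compound titration, 10 min RT preincubation; substrate mix 12.5 µM H3K4me3, 25 µM 2-OG, 50 µM Fe(II), 100 µM ascorbate, 0.25 mM NAD⁺, 0.25 U/mL FDH; ΔRFU over 30 min.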
* = called active by the depositor; ? = inconclusive; & = joins results of further samples; [ ] = another dose, or the depositor's remark. Potency is read from the fitted curve at half-maximal effect. Only part of the results is shown; rates above refer to the full screens.

SMILES	KDM5B inhibitor
CCOc1ccc(NC(=O)C2CCCN(c3c(CC)c(C)nc4ncnn34)C2)cc1 (stereo unspecified)	22%
CC1CCN(C(=O)COC(=O)c2nn(C)c(=O)c3ccccc23)CC1	10%
CC(C)C(=O)N1Cc2ccccc2CC2(CCN(CC3CCNCC3)C2)C1 (stereo unspecified)	-1%[115 µM]
COCCOc1cc(=O)n2c(c1C(=O)NCc1ccccc1OC)CCOCC2	-14%
CCc1ccc(NC(=O)Cn2cc(OC)c(=O)cc2CSc2ccc(F)cc2)cc1	12%
CCOC(=O)Cc1nnc(SC(C)C(=O)Nc2cccc(F)c2)n1C (stereo unspecified)	15%
CC1CCN(c2nc(SCCN(C)C)c(C#N)c3c2CCCC3)CC1	0%
CCS(=O)(=O)NCCC(=O)O	-7%
COCCNC(=O)C(NC(=O)C1CCCC1)C1CCN(C(=O)c2ccc(F)cc2)CC1 (stereo unspecified)	15%
COc1cc(=O)n2c(c1C(=O)Nc1ccc(C)cc1C)CCCC2	9%
CN1CCN([C@H]2CCN(C(=O)c3ccc(N(C)C)nc3)C[C@H]2CCC(=O)O)CC1	10%
C=CCSc1nnc(NC(=O)CCN2C(=O)C3CC=CCC3C2=O)s1 (stereo unspecified)	-10%
CC(=O)Nc1ccc(CC(=O)NCCc2noc(C3CC3)n2)cc1	-19%
Nc1nc(N2CCCCC2)nc2c1C(C(=O)Nc1ccc(Cl)cc1)CC(=O)N2 (stereo unspecified)	11%
Cn1cnc([N+](=O)[O-])c1	11%
Cc1nc(-c2ccc(S(=O)(=O)Oc3ccc(Cl)cc3Cl)s2)cs1	?
O=C(Cc1ccc(Cl)cc1)Nc1cc(Cl)ccn1	-12%
COC(=O)CC[C@H]1CNC(=O)[C@@H]2[C@@H](CCN2Cc2ncc[nH]2)N1C	?
O=C1[C@@H]2C[C@@H](CN2C(=O)C2CCOCC2)Oc2ccccc2N1Cc1ccccc1	-8%[86.2 µM]
Cc1ccc(S(=O)(=O)Nc2nc3ccccc3nc2Nc2ccccc2)cc1C	-2%
Cc1noc([C@@H]2CN(C(=O)c3ccc4[nH]ccc4c3)C[C@H]2CO)n1	15%
Cc1cnc(NC(=O)c2csc3ccccc23)s1	-11%
C=CCn1c(-n2nc(C)cc2C)nc2c1c(=O)n(CCOCC)c(=O)n2C	-4%
O=C(Cc1ccccc1)N1CCC2(CNS(=O)(=O)c3cccnc3O2)C1 (stereo unspecified)	-10%[115 µM]
N#Cc1ccc(S(=O)(=O)N2CCCOCCNC(=O)[C@@H]3CCC[C@@H]32)cc1	-3%
Cc1cccc(/C=N/Nc2ccc([N+](=O)[O-])cc2)n1	9%
COc1ccc(Cl)cc1NC(=O)c1cc(S(=O)(=O)N(C)Cc2ccccc2)ccc1F	?
CCCCCCCCCCCCNC(=O)Nc1ccc(Cl)cc1	-1%
Cn1cc(-c2ccccc2OC(F)(F)F)c2nc(CN3CCNC(=O)C3)cn2c1=O	-14%[86.2 µM]
CCNC(=O)N1CCCC1c1noc(CCC(=O)NCC(C)C)n1 (stereo unspecified)	-2%
O=C(NCCN1CCOCC1)c1ccc(C2CCCNC2)cc1 (stereo unspecified)	-3%
O=C(c1ccc2nc(-c3ccccc3)c(-c3ccccc3)nc2c1)N1CCCCC1	?
CCc1cccc2c(C=O)c[nH]c12	17%
CC(C)C(=O)N1CCC(Oc2ccccc2-c2nc(C3CC3)no2)C1 (stereo unspecified)	?
CN(Cc1ccc(C(F)(F)F)cc1)C1CCc2ccccc21 (stereo unspecified)	3%&-12%&-17%&13%[86.2 µM]
COc1ccc(/C=N/n2nnnc2N)c(OC)c1	-29%
Cn1c(=O)c2c(Nc3ccc(F)cc3)cc(=O)n(-c3ccccc3)c2n(C)c1=O	-4%
COc1ccc(S(=O)(=O)NC(C)(C)C)cc1-c1nnc2c3ccccc3c(C)nn12	-20%
COc1ccc(-c2nc(C)nc3c2CN([S+](=O)([O-])c2ccccc2)CC3)cc1	?
COC(=O)c1ccccc1NC(=O)Cn1c(=O)nc(-c2ccccc2)c2cc(Cl)ccc21	-14%
Cc1c(C(=O)C(=O)NCc2ccc(F)cc2)c2ccccc2n1C	8%
O=C(Cc1cccc(F)c1)NCc1ccnc(OCc2ccccc2)c1	-4%
COc1ccc(OC)c(NC(=O)C2CCCN(S(=O)(=O)c3ccc4c(c3)CCCC(=O)N4)C2)c1 (stereo unspecified)	-18%
CC(C)C(NS(=O)(=O)c1cccc(C(F)(F)F)c1)C(=O)O (stereo unspecified)	-14%
CCOc1ccc2ncc(S(=O)(=O)c3ccccc3)c(N3CCCCC3)c2c1	-7%
COC(=O)c1sc(C(F)(F)F)c(-c2ccccc2)c1S(=O)(=O)N1CCOCC1	-7%
O=C(c1ccccn1)N1CCN(C(c2ccc(F)cc2)c2ccc(F)cc2)CC1	6%
O=C(CSc1nccc(=O)[nH]1)NC1CCCC1	3%
COc1ccc(NC(=O)c2ccc3c(c2)N(C)C2CCCCN2C3=O)cc1OC (stereo unspecified)	-22%
Cc1cccc2c1-c1sc(C(=O)Nc3ccccc3N3CCN(C)CC3)cc1CO2	?
N#Cc1c(N2CCN(C(=O)C(=O)NCC3CCCO3)CC2)nc(-c2ccccc2)c2c1CCCC2 (stereo unspecified)	?
O=[N+]([O-])c1ccc(N2CCN(CCO)CC2)c2ncccc12	3%
COc1ccc(S(=O)(=O)c2c(Nc3ccc(F)cc3)sc(C(=O)c3ccc(C)cc3C)c2N)cc1	?
Cc1cc(NC(=O)Cn2ccn3nc(-c4ccccc4)c(CO)c3c2=O)no1	-19%
COC(=O)c1sc(NC(=O)c2csc3ccccc23)nc1C	-29%
O=C1CC2CCN(C(=O)C3CCCCC3)CC2CCN1 (stereo unspecified)	27%[149 µM]
CN(C)C(=O)N1CCN(c2cc(Cl)ncn2)C(=O)C1	?
Cc1ccsc1CN1CCc2nnc([C@@H]3C[C@@H](O)CN3C)n2CC1	?
Cc1noc(C)c1CCC(=O)N(C)C1CCc2nn(CC3CC3)c(=O)n2CC1 (stereo unspecified)	12%
O=C(NCc1ccco1)C1CCCN(c2cnn(Cc3ccccc3)c(=O)c2)C1 (stereo unspecified)	-1%
Carrying on:
SMILES	KDM5B inhibitor
CC(Sc1nc2cc(S(=O)(=O)N3CCCCC3)ccc2o1)C(=O)Nc1ccc(F)cc1 (stereo unspecified)	2%
Oc1ccc(-c2nc3ccc(Cl)cn3c2Nc2ccc3c(c2)OCO3)cc1	?
CCOC(=O)c1c(SC)[nH]c2c(Cl)cccc2c1=O	33%
Cc1cc(C(=O)CSc2n[nH]c(C(C)C)n2)c(C)n1C1CC1	3%
Cc1sc(/N=C/c2ccc(C(C)(C)C)cc2)c(C#N)c1C	15%
O=C1NCCCCCCN(Cc2ccncc2)[C@@H]2CN(C3CCOCC3)CC[C@H]12	-32%
CCCCc1nc(SCC(=O)Nc2ccc(S(N)(=O)=O)cc2)n[nH]1	-11%
Cn1c(CC(=O)Nc2ccc(F)cc2)nnc1SCC(=O)NC1CCCCC1	-14%
CCC1CCCCN1C(=O)C1=CC(c2ccc(OC)cc2)=NS(=O)(=O)N1C (stereo unspecified)	?
OCC1(CN2CCCC2)CCN(Cc2cccc(O)c2)CC1	27%
O=C(Nc1ccc2oc(-c3cccnc3)nc2c1)c1ccc(Cl)cc1	-4%
C[C@@H](O)[C@H](N)C(=O)NCc1nc(-c2cccc(F)c2)c(-c2ccccn2)[nH]1	?
COc1cc(SC)ccc1C(=O)NC1CCCc2ccccc21 (stereo unspecified)	?
COCC(=O)NC1CCC12CCN(C(=O)c1cc3ccccc3[nH]1)CC2 (stereo unspecified)	-24%
O=C(O)/C=C/c1cn(Cc2ccccc2)nc1-c1cccnc1	13%
Cc1ccc(-n2c(=O)c3ccccc3n3c(SCC(=O)Nc4ccccc4)nnc23)cc1	17%
CCS(=O)(=O)N1C[C@@H](C(N)=O)[C@H](C2CCN(C)CC2)C1	-9%
CC(CCc1ccccc1)NC(=O)CN1C(=O)NC2(CCCCC2)C1=O (stereo unspecified)	-7%
COc1ccc(-c2csc(NC(=S)NC(=O)c3ccc(S(=O)(=O)N(C)C)cc3)n2)cc1OC	-7%
CC(=O)c1c(C)[nH]c(C(=O)OC(C)c2nnc(-c3cccc(C)c3)o2)c1C (stereo unspecified)	-3%
CN1CCN(C(c2ccc(Cl)cc2Cl)c2sc3nc(-c4ccco4)nn3c2O)CC1 (stereo unspecified)	-11%
COC(=O)c1cn([C@H]2CO[C@H]3[C@@H]2OC[C@H]3OC(=O)Nc2ccc(C(C)(C)C)cc2)nn1	?
CCN(CC)S(=O)(=O)c1ccc(-c2csc(N)n2)cc1	-13%
Cc1ccc(/C=C/C(=O)c2ccc(C)o2)o1	?

An excerpt of these results, with each value named:
CCS(=O)(=O)N1C[C@@H](C(N)=O)[C@H](C2CCN(C)CC2)C1
- KDM5B inhibitor = -9%

CC(CCc1ccccc1)NC(=O)CN1C(=O)NC2(CCCCC2)C1=O (stereo unspecified)
- KDM5B inhibitor = -7%

The list goes on:
SMILES	KDM5B inhibitor
C=CCNC(=O)c1cc(-c2ccncc2)nc2ccccc12	5%
CSc1ccc(CN(C)C(=O)CSc2nnc(COc3ccc(Cl)cc3)n2C)cc1	11%
Cc1cccc(CN2CCC(N3CCCC(C(=O)NC4CC4)C3)CC2)c1 (stereo unspecified)	6%
CC(C)Cn1c(SCC(=O)NC(C)c2ccc(F)cc2F)nc2ncccc2c1=O (stereo unspecified)	?
COCC(=O)N(C1CCOCC1)C1CCN(C(=O)Cc2ccc(C)cc2)CC1	-21%
COc1ccc(CNC(=O)N2CCCCC2c2nc(-c3ccncc3)n[nH]2)cc1 (stereo unspecified)	-17%
Cc1nc(NCCCNC2CCCCC2)c2cnn(C)c2n1	25%
O=C(CSc1nc(CN2CCOCC2)nc2ccccc12)NC1CC1	18%
COc1ccccc1CNC(=O)CCC1N=C2c3ccccc3N=C(SCc3ccc(Cl)cc3)N2C1=O (stereo unspecified)	?
N#CCSc1nnc(-c2nn(Cc3ccccc3)c(=O)c3ccccc23)o1	-9%
Cn1cccc1C(=O)N1CCCCCCNC(=O)[C@@H]2CCC[C@@H]21	25%
COc1ccc(C(C)=O)cc1CO/N=C/c1ccc(OC(F)F)c(OC)c1	-17%
COc1ccc(C(=O)NC(C(=O)NC2CC2)C2CCN(C(C)=O)CC2)cc1 (stereo unspecified)	1%
CCc1ccc(N/C(N)=N/c2nc(C)cc(C)n2)cc1	17%
Cc1cccc(C(=O)NC(Nc2ccc(Cl)cc2)C(Cl)(Cl)Cl)c1 (stereo unspecified)	7%
Cc1cccc(Oc2coc3cc(OCC(=O)NC4CCCCC4)ccc3c2=O)c1	-5%
COc1ccc(OC)c(S(=O)(=O)N2Cc3ccccc3CC2C(=O)Nc2ccc(Cl)cc2)c1 (stereo unspecified)	8%
COc1ccc(OCc2nc3c(n2Cc2ccccc2)C(=O)N(Cc2ccccc2F)CCN3)cc1OC	-27%
CCOC(=O)c1c(C)[nH]c(C(=O)C(C)Nc2cc(OC)ccc2OC)c1C (stereo unspecified)	-3%
Cc1ccc(OCC(=O)Nc2ccc(OCc3cc(=O)n4cccc(C)c4n3)cc2)cc1C	1%
O=C(CCOc1ccccc1)N(Cc1cccnc1)c1nc2c(F)cccc2s1	?
CCc1nc(NC(CCn2cncn2)c2ccccc2)c2cnn(C)c2n1 (stereo unspecified)	36%[activator]
COc1ccc(N(CC(=O)NCc2ccc(F)cc2)C(=O)CCC(=O)Nc2ccccn2)cc1	30%
COc1ccc(-c2nc3cc(NC(C)=O)ccc3o2)cc1OC	?

Some of these compounds in order of their number in KDM5B inhibitor, falling:
SMILES	KDM5B inhibitor
COc1ccc(N(CC(=O)NCc2ccc(F)cc2)C(=O)CCC(=O)Nc2ccccn2)cc1	30%
CCc1ccc(N/C(N)=N/c2nc(C)cc(C)n2)cc1	17%
COc1ccc(OC)c(S(=O)(=O)N2Cc3ccccc3CC2C(=O)Nc2ccc(Cl)cc2)c1 (stereo unspecified)	8%
Cc1cccc(C(=O)NC(Nc2ccc(Cl)cc2)C(Cl)(Cl)Cl)c1 (stereo unspecified)	7%
Cc1ccc(OCC(=O)Nc2ccc(OCc3cc(=O)n4cccc(C)c4n3)cc2)cc1C	1%
CCOC(=O)c1c(C)[nH]c(C(=O)C(C)Nc2cc(OC)ccc2OC)c1C (stereo unspecified)	-3%
Cc1cccc(Oc2coc3cc(OCC(=O)NC4CCCCC4)ccc3c2=O)c1	-5%

(list continues)
SMILES	KDM5B inhibitor
COc1cccc(CNC(=O)Cc2c(C)c3cc4c(C)coc4cc3oc2=O)c1	-28%
CN(CC1CCOC1)C(=O)Nc1ccc(F)cc1 (stereo unspecified)	2%
O=C(C1CC(=O)N(c2n[nH]c3cccc(F)c23)C1)N1CCN(c2cccc(Cl)c2)CC1 (stereo unspecified)	?
COc1cc(OC)cc(OCc2nc3c(n2Cc2ccccc2)C(=O)N(Cc2cccc(Cl)c2)CCN3)c1	?
Cc1ccc(C(=O)C(C)OC(=O)c2cc3ccccc3oc2=O)cc1 (stereo unspecified)	-17%

Compounds above containing a CF3 group, in the order listed:
SMILES	KDM5B inhibitor
Cn1cc(-c2ccccc2OC(F)(F)F)c2nc(CN3CCNC(=O)C3)cn2c1=O	-14%[86.2 µM]
CN(Cc1ccc(C(F)(F)F)cc1)C1CCc2ccccc21 (stereo unspecified)	3%&-12%&-17%&13%[86.2 µM]
CC(C)C(NS(=O)(=O)c1cccc(C(F)(F)F)c1)C(=O)O (stereo unspecified)	-14%
COC(=O)c1sc(C(F)(F)F)c(-c2ccccc2)c1S(=O)(=O)N1CCOCC1	-7%
